Compound activity: PubChem BioAssay, Emory University Molecular Libraries Screening Center
EP2 antag – EP2 receptor (human) inhibition. P43116. C6 glioma cells expressing human EP2, cAMP TR-FRET; cells stimulated with saturating PGE2. inhibition, % at 25 µM. hit rate 0.52% among 260,000. AID 1422;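 active means percent inhibition above 40 after rounding to a whole number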;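 further: rat C6 glioma host cells with rolipram phosphodiesterase inhibitor present; the protocol text gives 20 µM as final concentration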
Target sequence (P43116 whole entry, looked up): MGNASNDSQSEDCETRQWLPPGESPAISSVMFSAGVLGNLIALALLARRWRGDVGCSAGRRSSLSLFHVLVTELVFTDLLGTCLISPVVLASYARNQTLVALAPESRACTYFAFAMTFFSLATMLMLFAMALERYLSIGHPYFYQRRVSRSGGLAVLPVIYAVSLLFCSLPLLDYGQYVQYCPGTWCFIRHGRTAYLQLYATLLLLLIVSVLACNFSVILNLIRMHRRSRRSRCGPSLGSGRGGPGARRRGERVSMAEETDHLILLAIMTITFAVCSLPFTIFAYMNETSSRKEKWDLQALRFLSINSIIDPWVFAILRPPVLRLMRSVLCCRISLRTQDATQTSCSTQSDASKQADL
EP2 mod – modulators of human EP2 prostaglandin E2 receptor. AID 940. EP2-expressing cells, cAMP HTRF FRET, PGE2 co-stimulation. hit rate 0.83% among 260,000. induction, % at 25 µM. P43116;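 active means compounds whose cAMP rise, as percent of the full-agonist control response, exceeds 60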;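 further: rat C6 glioma line stably carrying human EP2 under a CMV promoter; the protocol text gives 20 µM as final concentration; 100% = response of wells given 1 µM PGE2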
* = called active by the depositor.

The first 12 records, to show the layout:
For OCc1ccncc1.OCc1ccncc1.[Cl][Pt]([Cl])([Cl])[Cl] the results were EP2 antag 69* and EP2 mod -14.
CC(=O)C1=C(O)C(=O)N(CCc2c[nH]c3ccccc23)C1c1ccccn1 (stereo unspecified) was read as EP2 antag 9 and EP2 mod -3.
O=C(Cc1ccc(-c2ccccc2)cc1)N1CCC(n2cnc3cccnc32)CC1 was read as EP2 antag 11 and EP2 mod -100.
Screening O=C(CSc1nc(-c2ccco2)cc(C(F)(F)F)n1)N1CCCCC1 returned EP2 antag 33 and EP2 mod -21.
Screening Cc1ccccc1C(=N)c1ccccc1Cc1cccc2ccccc12 returned EP2 antag 37 and EP2 mod 72*.
`CC(C)(C)OC(=O)N1CCC[C@H](C(=O)c2ccc3c(c2)OCO3)C1` gave EP2 antag 6 and EP2 mod 16.
For NC(=O)c1c(NC(=O)NC2CCCCC2)sc2c1CCCC2 the results were EP2 antag 12 and EP2 mod -69.
`COc1ccc(C)cc1NC(=O)C1CCN(c2nc(C)cc(C)n2)CC1` gave EP2 antag 6 and EP2 mod -8.
`COc1ccc(-c2cc(C(F)(F)F)nc(SCC(=O)Nc3ccccc3F)n2)cc1OC` gave EP2 antag 7 and EP2 mod -26.
`COc1ccc(C2C3=C(Nc4ncnn42)c2ccccc2OC3c2ccc(F)cc2)cc1OC` (stereo unspecified) gave EP2 antag 10 and EP2 mod 3.
For COc1cc(OC)cc(C(=O)N2CCN(c3ccccc3OC)CC2)c1 the results were EP2 antag 11 and EP2 mod -88.
`Nc1cc(-c2cccs2)nn(CC(=O)N(C2CCCCC2)C2CCCCC2)c1=O` gave EP2 antag 6 and EP2 mod -24.

The whole of this part, previewed entries included:
For OCc1ccncc1.OCc1ccncc1.[Cl][Pt]([Cl])([Cl])[Cl] the results were EP2 antag 69* and EP2 mod -14.
CC(=O)C1=C(O)C(=O)N(CCc2c[nH]c3ccccc23)C1c1ccccn1 (stereo unspecified) was read as EP2 antag 9 and EP2 mod -3.
O=C(Cc1ccc(-c2ccccc2)cc1)N1CCC(n2cnc3cccnc32)CC1 was read as EP2 antag 11 and EP2 mod -100.
Screening O=C(CSc1nc(-c2ccco2)cc(C(F)(F)F)n1)N1CCCCC1 returned EP2 antag 33 and EP2 mod -21.
Screening Cc1ccccc1C(=N)c1ccccc1Cc1cccc2ccccc12 returned EP2 antag 37 and EP2 mod 72*.
`CC(C)(C)OC(=O)N1CCC[C@H](C(=O)c2ccc3c(c2)OCO3)C1` gave EP2 antag 6 and EP2 mod 16.
For NC(=O)c1c(NC(=O)NC2CCCCC2)sc2c1CCCC2 the results were EP2 antag 12 and EP2 mod -69.
`COc1ccc(C)cc1NC(=O)C1CCN(c2nc(C)cc(C)n2)CC1` gave EP2 antag 6 and EP2 mod -8.
`COc1ccc(-c2cc(C(F)(F)F)nc(SCC(=O)Nc3ccccc3F)n2)cc1OC` gave EP2 antag 7 and EP2 mod -26.
`COc1ccc(C2C3=C(Nc4ncnn42)c2ccccc2OC3c2ccc(F)cc2)cc1OC` (stereo unspecified) gave EP2 antag 10 and EP2 mod 3.
For COc1cc(OC)cc(C(=O)N2CCN(c3ccccc3OC)CC2)c1 the results were EP2 antag 11 and EP2 mod -88.
`Nc1cc(-c2cccs2)nn(CC(=O)N(C2CCCCC2)C2CCCCC2)c1=O` gave EP2 antag 6 and EP2 mod -24.
CCc1cc2cc(OC)ccc2nc1SCC(=O)Nc1ccc2c(c1)OCO2 was read as EP2 antag 8 and EP2 mod -12.
For CC1Cc2ccccc2N1C(=O)CCSc1nc(-c2ccc3c(c2)OCO3)cc(C(F)(F)F)n1 (stereo unspecified) the results were EP2 antag 8 and EP2 mod -32.
COc1ccc(S(=O)(=O)N(CC(=O)N2CCN(C)CC2)c2ccc(C)cc2)cc1 was read as EP2 antag 4 and EP2 mod -44.
Screening CCCc1[nH]nc2c1C(c1cc(F)ccc1F)C(C#N)=C(N)O2 (stereo unspecified) returned EP2 antag 6 and EP2 mod -17.
For CC[N+]1(CC)CC2=C(Cl)C=CCC2C1 (stereo unspecified) the results were EP2 antag 8 and EP2 mod 17.
`CCn1c(C(CC(C)C)NC(=O)CCn2nc(C)cc2C)nc2cccnc21` (stereo unspecified) gave EP2 antag 6 and EP2 mod -12.
Cc1cccc(C2(O)CCN(CC(O)c3ccc(Cl)cc3)CC2)c1 (stereo unspecified) was read as EP2 antag 9 and EP2 mod -65.
Screening COc1cccc(C(C(=O)NC2CCCCC2)N(Cc2cccs2)C(=O)c2ccco2)c1 (stereo unspecified) returned EP2 antag 8 and EP2 mod 27.
For COc1cccc(C(=O)N2CCN(Cc3ccccc3Cl)CC2)c1OC the results were EP2 antag 10 and EP2 mod -2.
COc1ccc(S(=O)(=O)N2CCC(C(=O)Nc3cc(Cl)ccc3Cl)CC2)cc1 was read as EP2 antag 13 and EP2 mod -66.
C[C@H](Cn1nnc2ccccc21)NC(=O)c1ccc(N2CCCCS2(=O)=O)cc1 was read as EP2 antag 7 and EP2 mod -28.
For COc1cc2cc(C)c3nnc(SCC(=O)N4CCOCC4)n3c2cc1OC the results were EP2 antag 12 and EP2 mod 13.
`Cc1cc(N2CCOCC2)ccc1CN1CCC2(CC1)NC(=O)c1ccccc1O2` gave EP2 antag 2 and EP2 mod -23.
`CC(=O)O[C@@H]1CC2C(C)(C)C(=O)CC[C@]2(C)C2CC[C@]3(C)C(=CC(=O)O[C@H]3c3ccoc3)[C@@]21C` (stereo partly specified) gave EP2 antag 17 and EP2 mod 4.
For CCn1cc(/C=C/c2nc3ccccc3c(=O)n2C)c2ccccc21 the results were EP2 antag 16 and EP2 mod -26.
Screening CCOc1cc(/C=C2/C(=O)NN(c3ccc(C(=O)OC)cc3)C2=O)ccc1OCC(=O)O returned EP2 antag 12 and EP2 mod -65.
Screening O=C(CSc1nnc(CNc2ccc(F)cc2)n1CC1CCCO1)N1CCCc2ccccc21 (stereo unspecified) returned EP2 antag 10 and EP2 mod -9.
COc1ccc(NC(=S)N(CCN(C)C)Cc2cc3cc(OC)ccc3[nH]c2=O)cc1 was read as EP2 antag 17 and EP2 mod -26.
Screening Cc1c(I)c([N+](=O)[O-])nn1CC(=O)NC(C)COc1ccccc1 (stereo unspecified) returned EP2 antag 9 and EP2 mod -50.
`Cn1c(=O)c2[nH]c(CN3CCOCC3)nc2n(C)c1=O` gave EP2 antag 12 and EP2 mod -2.
Screening COc1cccc(NC(=O)c2sc3cc(Cl)ccc3c2Cl)c1 returned EP2 antag 14 and EP2 mod -3.
Screening CCN1CCN(CCC(=O)O)CC1 returned EP2 antag 7 and EP2 mod -11.
`COc1cc(/C=C2\SC(=S)N(CCC(=O)Nc3cccc(C)c3C)C2=O)cc(OC)c1OC` gave EP2 antag 6 and EP2 mod -2.
Cc1nc(SCC(=O)NC2CCCCC2)[nH]c(=O)c1Cc1ccccc1 was read as EP2 antag 17 and EP2 mod -12.
Screening Cc1cc(C)c(S(=O)(=O)N(Cc2ccco2)Cc2cc3ccc(C)cc3[nH]c2=O)c(C)c1 returned EP2 antag 10 and EP2 mod 42.
For O=C(N1CCCCCC1)N1CCOCC1 the results were EP2 antag 17 and EP2 mod 26.
Screening CC(C)(C)OC(=O)[C@H]([C@@H]1N[C@@H](C(=O)O)C(C)(C)S1)N1C(=O)c2ccccc2C1=O returned EP2 antag 42* and EP2 mod 16.
CC(=O)c1cc(C(=O)NC2CCN(Cc3cccc(F)c3)CC2)cs1 was read as EP2 antag 12 and EP2 mod -29.
`Cc1cc(C2CCCCC2)n(O)c(=O)c1` gave EP2 antag 10 and EP2 mod -7.
O=C(O)CCCCCCNC(=O)c1cccnc1 was read as EP2 antag 12 and EP2 mod -7.
CC(C)n1c(=O)oc2cc(S(=O)(=O)NC3(c4ccccc4F)CC3)ccc21 was read as EP2 antag 19 and EP2 mod -139.
Screening Cc1nc2ccc3ccccc3c2s1 returned EP2 antag 12 and EP2 mod -115.
`O=C(CN1CCC(n2nnc3ccccc3c2=O)CC1)N1CCCCCC1` gave EP2 antag 3 and EP2 mod -4.
For COc1cc(C2C3=C(CCCC3=O)OC3=C2C(=O)CCC3)ccc1OCC#N the results were EP2 antag 9 and EP2 mod 13.
Screening COc1ccccc1CC(C)NC(=O)Cn1nc(C(F)(F)F)c2c1CCCC2 (stereo unspecified) returned EP2 antag 11 and EP2 mod -5.
`CC1(C)CC2C1CC[C@]1(C)CCC3C(C(=O)O)CC(=O)O[C@@]32C1` (stereo partly specified) gave EP2 antag 15 and EP2 mod 23.
Screening Cn1c(SCC(=O)N2c3ccccc3CCc3ccccc32)nnc1-c1ccco1 returned EP2 antag 7 and EP2 mod -6.
Cc1cc(NS(=O)(=O)c2ccc(NC(=O)c3ccccc3)cc2)nc(C)n1 was read as EP2 antag 12 and EP2 mod -34.
`CC(C)c1nc2sc3c(c2c2nnc(SCC(=O)NCc4ccco4)n12)CCCC3` gave EP2 antag 14 and EP2 mod 7.
CCOC(=O)c1sc(NC(=O)c2ccc(OCC)c(Cl)c2)c(C#N)c1C was read as EP2 antag 16 and EP2 mod -12.
For COc1ccc(S(=O)(=O)N(CC(=O)N2CCCC2)c2ccc(Cl)cc2)cc1OC the results were EP2 antag 9 and EP2 mod 8.
Screening C[C@H]1CC2C([C@@H](O)C[C@@]3(C)C2CC[C@]3(O)C(=O)CO)[C@@]2(C)C=CC(=O)C=C12 (stereo partly specified) returned EP2 antag 7 and EP2 mod 10.
For c1nc(NCC2CCCO2)c2c3c(sc2n1)CCC3 (stereo unspecified) the results were EP2 antag 10 and EP2 mod -40.
Screening O=C(O)c1ccccc1-c1ccccc1C(=O)c1ccccc1 returned EP2 antag 16 and EP2 mod -67.
Screening Cc1ccccc1NC(=O)CN1CCN(C)CC1 returned EP2 antag 10 and EP2 mod 9.
For N#Cc1c(NC(=O)C2CC(c3ccc(Cl)cc3)=NO2)sc2c1CCC2 (stereo unspecified) the results were EP2 antag 15 and EP2 mod 8.
CCOC(=O)Cn1nnnc1CN(Cc1ccc(F)cc1)Cc1cc2cccc(C)c2[nH]c1=O was read as EP2 antag 10 and EP2 mod -8.
Screening CCCC(=O)Nc1sc2c(c1C(N)=O)CCC2 returned EP2 antag 9 and EP2 mod 7.
`Cn1nnc2cc(C(=O)Nc3ccccc3Cl)ccc21` gave EP2 antag 12 and EP2 mod -57.
`CCC(CN1CCCC1)NC(=O)Cc1nn(CC)c(=O)c2ccccc12` (stereo unspecified) gave EP2 antag 5 and EP2 mod -67.
`COCC(=O)Cc1csc(NC(=O)CSc2ncnc3c2cnn3-c2ccccc2)n1` gave EP2 antag 11 and EP2 mod -5.
Screening COc1ccc(C2/C(=C(/O)c3ccc(C)cc3)C(=O)C(=O)N2CCO)cc1OC (stereo unspecified) returned EP2 antag 11 and EP2 mod 8.
Screening CCc1ccc(NC(=O)CSc2nccc(=O)[nH]2)cc1 returned EP2 antag 3 and EP2 mod 8.
For Cc1[nH]n(-c2ccc(Br)cc2)c(=O)c1/C=N/n1cnnc1 the results were EP2 antag 9 and EP2 mod 15.
`CC(=O)Nc1ccc(NC(=O)CSc2nc3ccccc3cc2C)cc1` gave EP2 antag 11 and EP2 mod 2.
`COCC(=O)N1CCC(c2nc3c(nnn3Cc3ccc(Cl)cc3Cl)c(=O)[nH]2)CC1` gave EP2 antag 0 and EP2 mod 8.
For CC(=O)C1=C(O)C(=O)N(CCCNCCO)C1c1ccc(Cl)cc1Cl (stereo unspecified) the results were EP2 antag 9 and EP2 mod 5.
Screening C=C(C)Cn1c(SCC)nc2c1c(=O)n(C)c(=O)n2C returned EP2 antag 13 and EP2 mod 37.
Cc1cc(C)n(CCC(=O)NCCn2nc3c(C)cc4ccccc4n3c2=O)n1 was read as EP2 antag 4 and EP2 mod 16.
For O=C(NCCNC1CCCCC1)c1cccs1 the results were EP2 antag 10 and EP2 mod -9.
Screening COc1ccc(OCC(=O)Nc2ccc(N3CCN(S(C)(=O)=O)CC3)cc2)cc1 returned EP2 antag 9 and EP2 mod -10.
For C=CCNS(=O)(=O)c1ncnc2nc[nH]c12 the results were EP2 antag 8 and EP2 mod 17.
For CCOC(=O)c1ccc(C[N+](C)(CC)CC)o1 the results were EP2 antag 10 and EP2 mod -17.
`COc1cccc(C(=O)N2CCC(C(=O)N3CCN(C)CC3)CC2)c1` gave EP2 antag 8 and EP2 mod -3.
Screening CCc1ccccc1NC(=O)COc1ccc(S(=O)(=O)N2CCCC2)cc1 returned EP2 antag 12 and EP2 mod 12.
`N=C(N)SCc1cc(Cl)cc(Cl)c1O` gave EP2 antag 17 and EP2 mod -33.
Screening CCC(C)NC(=O)Cn1nc(C)c2ccccc2c1=O (stereo unspecified) returned EP2 antag 8 and EP2 mod 3.
`Cc1ccc(C(O)CN2CCC(O)(c3ccc(C(F)(F)F)cc3)CC2)cc1` (stereo unspecified) gave EP2 antag 7 and EP2 mod -73.
Screening Cc1cc(C)n2nc(C(=O)Nc3cccc(Cl)c3C)cc2n1 returned EP2 antag 9 and EP2 mod -11.
Screening NC1=NC(=O)C(CC(=O)Nc2cc(Cl)ccc2Cl)S1 (stereo unspecified) returned EP2 antag 8 and EP2 mod 3.
Screening CCC(CN1CCN(C)CC1)NC(=O)Cc1sc(C)nc1-c1ccc(C)cc1 (stereo unspecified) returned EP2 antag 4 and EP2 mod -17.
For COCCNC(=O)CSc1nnc2c(n1)[nH]c1ccc(C(C)C)cc12 the results were EP2 antag 7 and EP2 mod -39.
`CN(C)Cc1ccc(CN[C@@H]2CCC(=O)N[C@H]2c2cc(F)cc(F)c2)cc1` gave EP2 antag 11 and EP2 mod 3.
`Cn1c(=O)c2c(nc(SCC(=O)NCc3ccco3)n2Cc2ccccc2)n(C)c1=O` gave EP2 antag 12 and EP2 mod -20.
Screening COC(=O)c1cccc(NC(=O)COC(=O)c2ccco2)c1 returned EP2 antag 7 and EP2 mod -27.
Screening CC(C)c1nc2ccccc2c2nnc(SCC(=O)N(C(C)C)C(C)C)n12 returned EP2 antag 8 and EP2 mod 6.

These rows are one share of the data; count on the stated rates, not on these rows.
